# N370S GC = qHTS Assay for Inhibitors and Activators of N370S glucocerebrosidase as a Potential Chaperone Treatment of Gaucher Disease. N370S GC spleen homogenate, 4MU-glucoside fluorescence. Lysosomal acid glucosylceramidase (Homo sapiens), P04062. Potency, µM (titrated, usually from 59.4 µM), for the others: top-dose activity change, negative = inhibition, hits mostly inhibitors. 330,000 compounds, 0.092% hits. AID 2101, 2009;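 further: 0% = full enzyme activity and -100% = no enzyme basal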
# TDP1 cell noCPT = qHTS for Inhibitors of human tyrosyl-DNA phosphodiesterase 1 (TDP1): qHTS in cells in absence of CPT; Potency, µM (titrated, usually from 46.2 µM), for the others: at the highest dose activity change, negative = growth inhibition, hits mostly inhibitors; DT40 Tdp1-/- hTDP1 cells, no CPT, ATP luminescence, 48 h; 420,000 compounds, 15% hits; further: nearly all actives have a fitted effect of over 55% in size
#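 Seeded 400 DT40-hTDP1 cells/well (vehicle DMSO, no 20 nM CPT); pinned compounds; ≥48 hr at 37 °C; CellTiter-Glo luminescence as viability measure.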
# TDP1 inh = qHTS Assay for Inhibitors of Tyrosyl-DNA Phosphodiesterase (TDP1); Tyrosyl-DNA phosphodiesterase 1 (Homo sapiens), Q9NUW8; recombinant TDP1, AlphaScreen DNA substrate cleavage; Potency, µM (top dose mostly 130 µM), without a hit: at the highest dose activity change, negative = inhibition, usual class: inhibitors; 350,000 compounds, 0.28% hits; AID 485290, 2010; further: nearly all actives have a fitted effect of over 40% in size
# Target sequence (Q9NUW8 whole entry, looked up): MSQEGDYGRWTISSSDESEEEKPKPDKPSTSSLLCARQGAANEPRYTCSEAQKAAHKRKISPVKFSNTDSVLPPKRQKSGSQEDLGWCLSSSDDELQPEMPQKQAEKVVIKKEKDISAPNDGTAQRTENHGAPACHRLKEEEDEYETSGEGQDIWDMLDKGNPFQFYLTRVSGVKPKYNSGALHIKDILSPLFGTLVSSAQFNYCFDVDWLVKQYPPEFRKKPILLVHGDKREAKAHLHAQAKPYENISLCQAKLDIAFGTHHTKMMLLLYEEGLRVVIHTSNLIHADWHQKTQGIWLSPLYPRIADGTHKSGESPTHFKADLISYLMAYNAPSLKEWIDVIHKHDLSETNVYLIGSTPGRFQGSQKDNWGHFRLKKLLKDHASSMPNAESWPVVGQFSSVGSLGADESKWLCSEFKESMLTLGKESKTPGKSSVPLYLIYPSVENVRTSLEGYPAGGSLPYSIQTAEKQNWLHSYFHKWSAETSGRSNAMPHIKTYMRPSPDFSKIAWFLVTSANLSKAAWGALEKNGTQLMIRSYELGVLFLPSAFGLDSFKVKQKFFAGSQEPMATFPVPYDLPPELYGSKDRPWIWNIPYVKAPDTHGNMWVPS
#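 Recombinant E. coli-expressed Tdp1 (1 nM) preincubated with compound 15 min at RT, then 5'-biotin/3'-phosphotyrosine-FITC DNA substrate (15 nM) added for 5 min. AlphaScreen beads (10 ug/ml) added, 10 min RT; tyrosine-FITC cleavage read as signal loss.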
# * hit, by the source's call; u = inconclusive; x = not tested or not shown; & = joins results of further samples; [ ] = remark or other dose. The call rests on the fitted dose curve; in most records, active means well fitted curve in the direction sought with a large enough effect; inconclusive means small, poorly fitted or top-dose-only effect, or another doubt; inactive means no such curve, though single readings can be large; an effect the other way counts as inactive or inconclusive. Unless noted, on the % scale 0 is the no-effect control and ±100 the full control effect; potency means the concentration at half of the fitted maximal effect. Some of the compounds tested (hit frequency here may not be typical).
structure | N370S GC | TDP1 cell noCPT | TDP1 inh
Cc1c(/C=C/C(=O)c2ccc(C(C)C)cc2)cnn1C | 12% | u | 5%
O=C(CSc1ccc(Cl)cc1)Nc1ccc(N2CCN(C(=O)c3ccco3)CC2)cc1 | 0% | 23µM* | 5%
O=C(CNC(=O)c1cc2c(s1)CCC2)Nc1ccccc1Br | 7% | -26% | 2%
Cc1cccc(NC(=O)Cn2cc(C(=O)C3CCCCC3)c3ccccc32)c1 | x | u | -1%
COc1ccccc1NC(=O)c1ccc(NC(=O)COC(=O)C2CCCO2)cc1 (stereo not given) | -14% | 21% | -5%
C/C(=N/NS(=O)(=O)c1ccc(F)cc1)c1ccncc1 | -5% | 8% | 3%
C/C(=N\NC(=O)c1c(C)nc2ccccn12)c1ccc(N2CCOCC2)cc1 | -16% | 0% | -3%
CCc1ccc(NC(=O)CSc2nc3c(c(=O)n(C)c(=O)n3C)n2C)cc1 | 9% | u | 0%
CCc1c(C)c(C#N)c2nc3ccccc3n2c1NCC1CCCO1 (stereo not given) | 26% | u | 5%
CS(=O)(=O)N1CCN(c2ccccc2NC(=O)c2ccc(-c3ccc(Cl)cc3Cl)o2)CC1 | 6% | u | 5%
Cc1ccccc1CNCCSc1nnnn1C | x | 7% | 6%
CC1=CC2(C#N)C3(N=C(N)C2(C#N)C(c2ccccc2)N1)OCCO3 (stereo not given) | -4% | 5% | 0%
O=C(c1cc(Cl)ccc1O)N1CCN(S(=O)(=O)Cc2ccccc2)CC1 | x | -20% | 4%
O=C1OC(=O)c2cc([N+](=O)[O-])ccc21 | 7% | -2% | 2%&8%
Cc1ccc2cc(CN(Cc3ccc(F)cc3)Cc3nnnn3C3CCCC3)c(=O)[nH]c2c1 | 5% | u | 12%
C=CCn1c(-c2ccccc2)ccc(C#N)c1=O | 5% | -17% | -10%
Cc1ccc(C(=O)Nc2c(C(=O)N3CCOCC3)cnn2-c2ccccc2)cc1 | -23% | u | -1%
COc1ccc(-c2noc(-c3ccc(NCCc4ccccc4)c([N+](=O)[O-])c3)n2)cc1OC | x | -20% | -3%
CN(c1ccccc1)c1ccc(/C=c2\s/c(=C(/C#N)C(=O)C(C)(C)C)n(Cc3ccco3)c2=O)cc1 | 16% | x | 4%
Cc1ccc(Nc2ncc(C(=O)NCCCN3CCN(C)CC3)c3ccccc23)cc1Cl | -6% | u | 4%
COc1ccccc1-n1cnc2c(c1=O)c1nc3ccccc3nc1n2-c1ccc(C)c(C)c1 | 15% | 18µM* | -8%
CC1Cc2ccccc2N1C1=NS(=O)(=O)c2ccccc21 (stereo not given) | 5% | -19% | -3%
COc1cccc(NC(=O)N[C@@H](Cc2ccccc2)C(=O)O)c1 | -6% | 6% | 6%
CC(C)C(=O)N1CCC(n2nccc2NC(=O)CCOc2ccccc2)CC1 | -10% | -5% | 0%
Cc1noc(C)c1-c1cncnc1NCc1ccccc1 | -8% | u | x
N/C(=N\NC(=O)c1cccc(F)c1)c1cc2ccccc2oc1=O | 4% | -8% | 6%
CCc1ccc(N(CC)C(=O)c2ccc3c(=O)n4c(nc3c2)CCCCC4)cc1 | x | 16µM* | 5%
Fc1cccc(Nc2nc3ccccc3n3nnnc23)c1 | -6% | u | 6%
CCOC(=O)C1(Cc2ccc(Cl)cc2)CCN(C(=O)CCc2cnccn2)CC1 | 7% | -29% | 0%
O=C(CCC(=O)c1ccc(F)cc1)Nc1cccnc1 | 4% | -20% | -1%[56.1 µM]
Cc1cc(C)n(CCC(=O)N2CCN(S(=O)(=O)c3ccc(C)c(C)c3)CC2)n1 | 1% | 11% | 5%
CCN1C(=O)CSc2ccc(C(=O)NC3CCCCC3)cc21 | 6% | 20µM* | 0%
O=C(Nc1ccc(CN2CCS(=O)(=O)CC2)cc1)c1ccc(C(F)(F)F)cc1 | -5% | 21µM* | 0%
CSc1nsc(NC(=O)Cc2ccccc2)n1 | 7% | u | -2%
c1coc(CNc2ncnc3ccccc23)c1 | -15% | 5.2µM* | 2%
Cc1cc(C)cc(OCC(=O)N(Cc2ccc(Cl)cc2)CC2CCCO2)c1 (stereo not given) | x | u | -12%
COc1cccc(/C=N/NC(=O)C(=O)N/N=C/c2cccc(OC)c2O)c1O | 1% | 1.6µM* | 5%
Cc1csc(C(=O)NN)c1N(C)C | -3% | -5% | 4%
CC(C(=O)Nc1ccc(S(=O)(=O)N2CCCC2)cc1)N1CCCC(C(N)=O)C1 (stereo not given) | -6% | -1% | -8%
CCc1ccc(-n2nc(CO)c(C(=O)NCc3ccccn3)n2)cc1 | x | u | 0%
COc1ccc(N2CCN(S(=O)(=O)CCNC(=O)Cc3ccc(-c4ccccc4)cc3)CC2)cc1 | x | u | -1%
CC(c1nccs1)N(C)c1nc2nonc2nc1NC1CC1 (stereo not given) | -2% | -29% | 3%
O=C(NCCNC(=O)c1ccccc1F)c1ccco1 | -7% | 4% | x
Cc1ccc(C(=O)NCc2nnc(SCC(=O)Nc3ccccc3)n2C)cc1 | 1% | -17% | 2%
CCOc1ccc2nc(NC(=O)c3ccc(S(=O)(=O)N4CCOCC4)cc3)sc2c1 | 1% | u | 1%
CC1=C(C)C[C@@]23CCCN2C(=O)CCC[C@H]3C1 | -24%[136 µM] | x | 7%[234 µM]
c1ccn2cc(C34CC5CC(CC(C5)C3)C4)nc2c1 | -5% | 18µM* | 4%
COc1ccc(COc2cc(-c3cccc(OC)c3)nc3ccc(NC(=O)c4cccnc4)cc23)cc1 | -25%&-24% | u | 14%&11%
C[C@@H](NC(=O)c1cc2c([nH]c3ccccc32)c(-c2ccccc2)n1)C(=O)O | 4% | -16% | x
COCc1nc2ccccc2n1CCOc1cccc(C)c1 | x | u | 3%
Cc1ccc2[nH]c(=O)c(CN(Cc3ccc4c(c3)OCO4)Cc3nnnn3Cc3ccco3)cc2c1 | 6% | u | 7%
c1ccc(COc2ccc(Oc3nc(N4CCCCC4)nc(N4CCOCC4)n3)nn2)cc1 | 21% | u | 8%
Clc1ccc(-n2nnnc2SCc2cn3ccccc3n2)cc1 | 5% | -27% | 6%
CCOC(=O)c1ccc(NC(=O)CN2C(=O)CC(c3ccc(C)c(C)c3)=Nc3ccccc32)cc1 | x | u | 5%
COc1ccc(NC(=O)Nc2nnc(-c3cccs3)s2)cc1 | 0% | -11% | 2%
CCCn1c(N)c(C(=O)CSc2nc(C)cs2)c(=O)n(C)c1=O | 1% | 12µM* | 2%
COc1ccc(C2NC(=O)CS2)cc1 (stereo not given) | 0% | -22% | -2%
O=C(NCc1ccccc1)C1CC(=O)N(c2ccc(OCC(=O)N3CCCC3)cc2)C1 (stereo not given) | 0% | 2% | 5%
COc1ccc(NS(=O)(=O)c2cc(N=Nc3c(O)[nH]c(=O)[nH]c3=O)ccc2Cl)cc1 | x | -6% | 4%
CC(=O)OC1c2c(ccc3ccc(=O)oc23)OC(C)(C)C1OC(=O)CC(C)C (stereo not given) | u | 18µM* | 0%

# Two compounds drawn at random from the list so far:
structure | N370S GC | TDP1 cell noCPT | TDP1 inh
COCc1nc2ccccc2n1CCOc1cccc(C)c1 | x | u | 3%
Clc1ccc(-n2nnnc2SCc2cn3ccccc3n2)cc1 | 5% | -27% | 6%

# Going on with the list:
structure | N370S GC | TDP1 cell noCPT | TDP1 inh
COc1ccccc1CNS(=O)(=O)c1cccs1 | -10% | 1% | 0%
CC(NC(=O)/C(C#N)=C/c1ccc(OCC(=O)O)cc1)c1ccccc1 (stereo not given) | 0% | -7% | x
COc1cnc(-c2ccccc2)[nH]c1=O | -10% | -13% | -4%
C=CCNc1nc(N)c(C(=C(C#N)C#N)c2ccc(Br)cc2)s1 | u | u | 3%
Cc1nc(CC(=O)Nc2nccs2)cs1 | -9% | -11% | x
COc1ccc(CC(=O)OC(C)CN2CCCCC2)cc1 (stereo not given) | 5% | u | 6%
CC(NCc1ccccc1)c1ccccc1O (stereo not given) | 5% | -1% | 9%
Cn1cc(C(=O)NS(=O)(=O)Nc2ccc(Br)cc2)c2ccccc21 | 3% | -16% | 6%
On1cnnc1-c1ccccc1 | 3% | -1% | 1%
CCCCCNc1nc(NCCCO)c(C#N)c2c1CN(C)CC2 | x | u | 0%
Cc1cccc(NC(=S)N2CCn3cccc3C2c2cccnc2)c1 (stereo not given) | -3% | u | 8%
COc1cccc(CNC(=O)CSC2=Nc3ccccc3C3=NC(C(C)C)C(=O)N23)c1 (stereo not given) | x | -25% | 4%
Cc1cc(F)ccc1NC(=O)CCc1ccc(S(=O)(=O)N2CCOCC2)cc1 | x | 1% | 1%
CCCOC(=O)C(C)n1nnc2sc(-c3ccccc3)cc2c1=O (stereo not given) | x | u | 7%
N#Cc1c(-c2ccccc2F)cc(C2CC2)nc1SCC(=O)c1cccs1 | 9% | 18µM* | -8%
C/C(=N/NC(=O)c1ccco1)c1ccc(NC(=O)c2ccc(Br)o2)cc1 | 6% | u | 3%
O=C(O)CSCC(=O)N1CCN(c2cc(C(F)(F)F)nc3ccccc23)CC1 | 4% | -23% | x
O=c1c2[nH]c3ccc(Br)cc3c2ncn1CCCn1ccnc1 | -10% | -27% | 1%
CCOc1ncccc1C(=O)Nc1ccc(Cl)cc1 | -10% | u | 3%
CN(C(=O)C1CCC(CNS(=O)(=O)c2cccc3cccnc23)CC1)C1CCCCC1 (stereo not given) | 0% | 15µM* | 1%
CCOc1ccccc1Nc1nnc(C)c(=O)[nH]1 | -3% | 4% | -5%
CSCCC1NC2(C(=O)Nc3ccc(Cl)cc32)[C@@H]2C(=O)N(C3CCCC3)C(=O)[C@H]12 (stereo not given in full) | -26% | 21µM* | 3%
Cc1cccc(C(=O)N2CCCC(c3nc(-c4ccc(F)cc4)no3)C2)c1 (stereo not given) | 10% | u | x
COc1c(O)c(O)cc2c1oc1c3cc(C)ccc3oc(=O)c21 | -19% | x | 10%
O=C(c1ccc(CS(=O)c2cccc(Cl)c2)o1)N1CCOCC1 (stereo not given) | -1% | 17% | 3%
CC(C)(C)C(=O)OCc1nc(-c2ccc(F)cc2)cs1 | -7% | -1% | 0%
CCCc1nc(SCC(=O)Nc2nnc(CC)s2)c2c(C)c(C)sc2n1 | 20% | u | -2%
COC(=O)c1sc(NC(=O)C(C)c2ccccc2)nc1C (stereo not given) | 2% | -22% | 4%
COc1cccc(NC(=O)c2sc3nc(C)c(C(=O)Nc4ccc(C)cc4C)c(-c4ccco4)c3c2N)c1 | x | u | 6%
COc1cc(OC)c(C#N)c(S(=O)Cc2ccccc2)c1 (stereo not given) | 21% | -6% | 0%
c1nc2sc3c(c2c2nnnn12)CCC3 | -11% | -5% | -10%
C#CCOCCOCCOCCNc1nc(N2CCN(C(=O)C(Cc3cc4ccccc4[nH]3)n3cc(C(N)C(C)CC)nn3)CC2)nc(N2CCN(C(=O)C(Cc3cc4ccccc4[nH]3)n3cc(C(N)C(C)CC)nn3)CC2)n1 (stereo not given) | u | u | 6%

# Rewritten with two lines to a compound: entries from further up.
# Screens in order – N370S GC	TDP1 cell noCPT	TDP1 inh
N#Cc1c(-c2ccccc2F)cc(C2CC2)nc1SCC(=O)c1cccs1
 : 9%	18µM*	-8%
C/C(=N/NC(=O)c1ccco1)c1ccc(NC(=O)c2ccc(Br)o2)cc1
 : 6%	u	3%
O=C(O)CSCC(=O)N1CCN(c2cc(C(F)(F)F)nc3ccccc23)CC1
 : 4%	-23%	x
O=c1c2[nH]c3ccc(Br)cc3c2ncn1CCCn1ccnc1
 : -10%	-27%	1%
CCOc1ncccc1C(=O)Nc1ccc(Cl)cc1
 : -10%	u	3%
CN(C(=O)C1CCC(CNS(=O)(=O)c2cccc3cccnc23)CC1)C1CCCCC1 (stereo not given)
 : 0%	15µM*	1%
CCOc1ccccc1Nc1nnc(C)c(=O)[nH]1
 : -3%	4%	-5%
CSCCC1NC2(C(=O)Nc3ccc(Cl)cc32)[C@@H]2C(=O)N(C3CCCC3)C(=O)[C@H]12 (stereo not given in full)
 : -26%	21µM*	3%
Cc1cccc(C(=O)N2CCCC(c3nc(-c4ccc(F)cc4)no3)C2)c1 (stereo not given)
 : 10%	u	x
COc1c(O)c(O)cc2c1oc1c3cc(C)ccc3oc(=O)c21
 : -19%	x	10%
O=C(c1ccc(CS(=O)c2cccc(Cl)c2)o1)N1CCOCC1 (stereo not given)
 : -1%	17%	3%
CC(C)(C)C(=O)OCc1nc(-c2ccc(F)cc2)cs1
 : -7%	-1%	0%
CCCc1nc(SCC(=O)Nc2nnc(CC)s2)c2c(C)c(C)sc2n1
 : 20%	u	-2%
COC(=O)c1sc(NC(=O)C(C)c2ccccc2)nc1C (stereo not given)
 : 2%	-22%	4%
COc1cccc(NC(=O)c2sc3nc(C)c(C(=O)Nc4ccc(C)cc4C)c(-c4ccco4)c3c2N)c1
 : x	u	6%

# High-throughput results (PubChem BioAssay)
